Compound activity: PubChem, Johns Hopkins Ion Channel Center
CHT block: inhibitors of human choline transporter CHT; 310,000 compounds, 0.86% hits; CHT-expressing cells, membrane potential dye, choline response; stronger effect = lower value; B-score at 10 µM;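 active = B-score over 3 SD under the library average, and starting fluorescence ratio not unusually high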;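 also: choline stimulus applied at its EC90 after an EC20 pre-addition; B-score computed on integrated fluorescence ratio after choline addition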
Target sequence (Q9GZV3 whole entry, looked up): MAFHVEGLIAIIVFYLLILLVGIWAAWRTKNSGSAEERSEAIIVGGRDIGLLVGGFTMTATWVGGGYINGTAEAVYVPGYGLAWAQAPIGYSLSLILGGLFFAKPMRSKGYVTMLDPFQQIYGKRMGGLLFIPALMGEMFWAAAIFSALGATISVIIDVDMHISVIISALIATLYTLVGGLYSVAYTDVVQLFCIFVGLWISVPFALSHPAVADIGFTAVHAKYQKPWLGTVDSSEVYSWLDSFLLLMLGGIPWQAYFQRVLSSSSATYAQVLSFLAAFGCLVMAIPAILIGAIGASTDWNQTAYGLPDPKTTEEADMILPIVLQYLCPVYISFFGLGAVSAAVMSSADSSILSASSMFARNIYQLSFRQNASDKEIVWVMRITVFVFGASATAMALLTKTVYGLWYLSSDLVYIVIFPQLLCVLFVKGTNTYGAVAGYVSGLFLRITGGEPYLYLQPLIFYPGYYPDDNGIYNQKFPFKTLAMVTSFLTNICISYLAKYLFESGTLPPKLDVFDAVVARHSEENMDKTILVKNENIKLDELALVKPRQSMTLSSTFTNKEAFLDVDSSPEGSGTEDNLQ
Kir21 inh: inhibitors of mouse Kir2.1 inward-rectifier potassium channel | B-score at 10 µM | HEK293-Kir2.1, FluxOR thallium flux fluorescence; stronger effect = lower value | 310,000 compounds, 0.85% hits;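 active = fluorescence ratio B-score at or below minus 3 SD of library scores, with starting-brightness B-score within 2 SD, cut at about -4.2 in these data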;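 also: channel flux triggered by added potassium and thallium sulfate stimulus; B-score of peak minus minimum fluorescence over baseline after thallium stimulus; more negative B-score means stronger Kir2.1 block with less thallium influx; some compounds called inactive have numbers as strong as hits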
Target sequence (P35561 whole entry, looked up): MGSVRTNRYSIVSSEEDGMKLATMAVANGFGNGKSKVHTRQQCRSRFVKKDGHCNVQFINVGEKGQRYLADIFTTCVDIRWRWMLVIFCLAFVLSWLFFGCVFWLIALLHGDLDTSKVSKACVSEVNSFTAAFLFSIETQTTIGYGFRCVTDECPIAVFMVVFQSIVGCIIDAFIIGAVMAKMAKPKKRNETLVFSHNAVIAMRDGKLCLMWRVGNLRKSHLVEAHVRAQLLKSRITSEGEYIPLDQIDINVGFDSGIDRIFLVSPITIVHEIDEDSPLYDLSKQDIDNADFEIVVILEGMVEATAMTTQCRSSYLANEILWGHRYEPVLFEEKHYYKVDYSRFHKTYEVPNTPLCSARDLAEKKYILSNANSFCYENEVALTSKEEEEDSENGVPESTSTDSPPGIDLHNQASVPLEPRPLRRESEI
An asterisk follows results filed as active; i = inactive; . = not tested or not shown. An unsorted share of the library (roughly 1.6% active in at least one column).

SMILES	CHT block	Kir21 inh
CSc1nnc2c3ccccc3n(CCc3ccccc3)c2n1	i	1.2
COCC(C)n1c(C)cc(C(=O)COC(=O)C2=NN(c3ccccc3)C(=O)CC2)c1C (stereo unspecified)	i	0.01
NC(=O)c1ccsc1NC(=O)COC(=O)Cc1ccsc1	i	0.06
O=C(CSc1nnc2ccccn12)N1CCOCC1	i	2
CCN(CC1COc2ccccc2O1)C(=S)Nc1ccccc1 (stereo unspecified)	i	-1.62
CCc1ccc(N2C(=O)CN(Cc3cc(OC)c(OC)c(OC)c3)C2=S)cc1	i	0.42
O=C(CSCc1ccc(F)cc1)Nc1ccc(F)cc1	i	1.66
CC(NCc1ccccc1OC1CCCC1)c1ccccc1 (stereo unspecified)	i	-12.7*
C=CCc1ccc(OCCOCCOc2cccc3ccc(C)nc23)c(OC)c1	i	-2.95
CC(=O)c1c(C)[nH]c(C(=O)OCC(=O)Nc2ncc(Cl)c(C)c2Cl)c1C	i	-0.78
COc1ccc(C(=O)O/N=C(/c2ccccc2)c2ccncc2)cc1	i	2.36
NNC(=O)c1nnn(-c2nonc2N)c1CN1CCCC1	i	-1.88
C=CCN1C(=O)C(Cc2ccccc2Cl)SC1=Nc1ccc(C(=O)O)cc1 (stereo unspecified)	i	0.76
Cc1c(Br)c([N+](=O)[O-])nn1CC(=O)Nc1sc2c(c1C(=O)OC(C)C)CCC(C)C2 (stereo unspecified)	i	0.41
CCC(C)NC(=O)CSc1nc2ccsc2c(=O)n1NC(=O)c1ccccc1 (stereo unspecified)	i	-0.69
COc1ccc(CCN(C)C(=O)CSc2nnc(-c3ccco3)o2)cc1OC	i	-0.1
Cc1ccc(-n2nc3ccc(NC(=O)c4cccc([N+](=O)[O-])c4C)cc3n2)cc1	i	0.35
CC(C)Cc1cc(C(=O)Nc2ccc3c(c2)OCO3)no1	i	3.12
COc1ccc(/C=N/N=C(\N)c2nonc2N)cc1	.	-1.11
COc1cc(NC(=O)c2ccccc2)ccc1NC(=O)c1cc2ccccc2o1	i	-0.8
O=C(NC1CC(=O)c2sccc21)c1ccc(Cl)cc1Cl (stereo unspecified)	i	0
Cc1nc(-c2cccc(N)c2)cs1	i	-0.57
N#C/C(=C\c1ccccc1)c1nc2ncccc2[nH]1	i	1.17
CCOc1ccc2nc(NC(=O)CSc3nnnn3C3CCCCC3)sc2c1	i	0.04
COc1cc(/C=C(\NC(=O)c2ccccc2)C(=O)NCC(=O)O)c([N+](=O)[O-])cc1OC	i	0
O=C1COc2ccc(C(=O)/C=C/c3ccccc3)cc2N1	i	-0.63
O=C(O)c1ccc2c(c1)C(=O)N(c1cc([N+](=O)[O-])ccn1)C2=O	i	0.09
COCC(=O)N(CCN(C)C)Cc1cc2cc3c(cc2nc1Cl)OCO3	i	-0.45
CN(C)c1cccc2cccc(N(C)C)c12	i	0.93
CC(C)=CC/C=C1\CCC(C(=O)O)C(C(=O)O)C1 (stereo unspecified)	i	0.63
CC12CCC(=O)N1C(C(=O)NCCN1C(=O)S/C(=C\c3ccc(OC(F)F)cc3)C1=O)CS2 (stereo unspecified)	i	-1.24
CC(NC(=O)c1ccc(F)cc1)c1ccc(F)cc1 (stereo unspecified)	i	-0.14
O=C(NC1(C(F)(F)F)N=C(c2ccccc2)NC1=O)c1ccc(Cl)cc1Cl (stereo unspecified)	i	0.21
COCC(C)n1c(C)cc(C(=O)COc2ccc(S(=O)(=O)N3CCOCC3)cc2Cl)c1C (stereo unspecified)	i	.
CCOc1ccc(C(=O)Nc2ccc(NC(=S)NC(=O)CC)cc2)cc1Cl	i	-1.82
COc1cc(SC)ccc1C(=O)NCCNC(=O)c1nonc1N	i	0.05
Nn1c(SCC(=O)NCc2ccc3c(c2)OCO3)nnc1C1CC1	i	0.85
Cn1c(NCCN2CCOCC2)nc2c1c(=O)n(Cc1cccc(Cl)c1)c(=O)n2C	i	-0.58
Cc1ccc(C(=O)N2CCCCCC2)cc1S(=O)(=O)N1CCOCC1	i	0.23
Cc1ccc2nc(-c3ccc(SCC(=O)Nc4cc(C)on4)nc3)[nH]c2c1	i	1.17
CC1CCN(C(=O)CN(C)S(=O)(=O)c2cccc3nsnc23)CC1	i	1.49
CN(C)CCCNCCNC(=O)/C=N\O	i	-1.02
O=C(N/N=C\c1ccc(F)cc1)c1cc(OCC(F)(F)F)ccc1OCC(F)(F)F	i	1.97
CCOc1ccc(CSc2nc(C)cc(COC)c2C#N)cc1OCC	i	-2.41
Cc1ccc(C)c(N2CCN(c3ncccc3[N+](=O)[O-])CC2)c1	i	-0.29
Cn1c(C(=O)NCCN2CCOCC2)cc2sccc21	i	2.08
O=C(/C=C/c1ccco1)N1CCC(Cc2ccccc2)CC1	i	2.46
Cc1ccc(CCNC(=O)CC(C)CC2=NS(=O)(=O)c3ccccc3N2)cc1 (stereo unspecified)	i	0.32
Cc1ccc(C)c(C(=O)COc2ncnc3ccccc23)c1	-5.2*	-1.44
COC(=O)c1cc2sccc2n1Cc1nc(-c2ccc(Cl)cc2)oc1C	i	1.25
COc1cc(/C=N/NC(=O)CSc2ccccn2)ccc1OC(C)C	i	0.8
CCCn1nc2cc(C(=O)NCCc3ccc(C)cc3)ccc2c1OCC	i	-0.01
O=C(Nc1ccnn1C1CCN(CC2CC=CCC2)CC1)c1ccccc1 (stereo unspecified)	.	1.59
CNc1c(N)c(=O)oc2ccccc12	i	0.33
O=c1c(CN2CCN(Cc3ccccc3F)C(CCO)C2)coc2ccccc12 (stereo unspecified)	i	0.11
Cc1ccc2c(c1)c1ncnc(N3CCN(c4ccccc4)CC3)c1n2C	i	.
c1cn(CCCNC2=NCCCCC2)cn1	i	-0.17
COC(=O)c1ccc(NC(=O)CN(Cc2ccc(Cl)cc2)S(C)(=O)=O)cc1	i	-1.24
O=C(NCNC(=O)c1ccccc1)c1ccccc1	i	0.47
Cc1ccc(OCCN2CCNCC2)c([N+](=O)[O-])c1	i	0.9

Additional compounds
SMILES	CHT block	Kir21 inh
COc1cc(/C=C(/C(=O)O)c2ccc(-c3ccccc3)cc2)cc(OC)c1OC	i	0.82
O=C(c1ccc(S(=O)(=O)N2CCCCCC2)cc1)N(c1ccccn1)C1CCCCC1	i	0.56
COC(=O)C1=C(C)OC(N)=C(C#N)C1c1cc(OC)ccc1OC (stereo unspecified)	i	0.89
COc1ccc(C)cc1NC(=O)Nc1cccc(C(=O)O)c1	i	-0.44
CCCc1cc(=O)oc2c(C)c(OCC(=O)NCc3ccccn3)ccc12	i	-0.08
CSCC[C@H](NC(=O)OC(C)(C)C)c1nnc(SCc2cccc(F)c2)o1	i	-1.66
CCCCC(CC)C(=O)N1CCN(C(=O)c2ccco2)CC1 (stereo unspecified)	i	0.8
COCCCNC(=O)c1ccc([N+](=O)[O-])c(Cl)c1	i	-0.91
CC(C)CC(=O)Nc1ccc(C(=O)Cn2c(=O)oc3ccccc32)cc1	i	-0.22
Cc1nc(NCC2CCCO2)c2nnn(Cc3ccccc3)c2n1 (stereo unspecified)	i	1.09
Cc1ccc(CN2CCN(CC(=O)N3CCc4ccccc4C3)C2=O)cc1	i	-0.76
COc1ccc(C2c3[nH]c4ccccc4c3CCN2C(=O)c2ccc(=O)n(C)n2)c(F)c1 (stereo unspecified)	i	0.13
Cc1cc(C)n(-c2ccc(C(=O)OCn3nnc4ccccc4c3=O)cc2)n1	i	-0.64
Cc1cc(C)c(S(=O)(=O)N2CCCC(C(=O)NC3CCCC3)C2)c(C)c1 (stereo unspecified)	i	-0.31
CCCCNC(=S)NNC(=O)c1cc(C2CC2)nc2ccccc12	i	1.41
CC1=C(C(=O)N2CCOCC2)C(c2cc(C)ccc2C)NC(=S)N1 (stereo unspecified)	i	-0.18
CCOC(=O)CSC1=Nc2ccccc2C2=NC(CC(=O)NCc3ccccc3)C(=O)N12 (stereo unspecified)	i	-2.61
COc1ccccc1NC(=O)CSc1nnc(Cn2c(=O)sc3ccccc32)n1C	i	1.42
COC(=O)CSc1nnc(CNS(=O)(=O)c2ccc(Br)cc2)n1C	i	0.88
COc1cc(/C=C2\SC(=Nc3ccccc3)N(Cc3ccco3)C2=O)ccc1OC(C)C(=O)O (stereo unspecified)	i	0.23
Cc1cc(C(=O)OC(C(=O)Nc2ccc(C)c(Cl)c2)c2ccccc2)c(C)o1 (stereo unspecified)	i	-1.26
CN1C(=S)SC2CS(=O)(=O)CC21C (stereo unspecified)	i	-0.62
CCNC1CCS(=O)(=O)C1 (stereo unspecified)	i	-0.06
O=S(=O)(c1cccs1)N1CN(C2CCCC2)c2nc3ccccc3nc21	i	2.02
O=C(CSc1n[nH]c(-c2ccncc2)n1)Nc1ccccc1Cl	i	-1.54
Cc1ccc(CNC(=O)c2ccccc2NC(=O)CN2CCN(C)CC2)cc1	i	-0.18
COC(=O)c1c(-c2ccc(C)cc2)csc1N	i	0.99
CNc1ccc(Oc2c(F)c(F)nc(F)c2F)cc1	i	-0.4
Cc1ccc(S(=O)(=O)NCCc2ccncc2)cc1C	i	-2.53
CCOc1ccc(-c2nnc3ccc(SC)nn23)cc1	i	-1.01

Reprinted from the entries so far, 5 compounds:
SMILES	CHT block	Kir21 inh
CCNC1CCS(=O)(=O)C1 (stereo unspecified)	i	-0.06
O=S(=O)(c1cccs1)N1CN(C2CCCC2)c2nc3ccccc3nc21	i	2.02
O=C(CSc1n[nH]c(-c2ccncc2)n1)Nc1ccccc1Cl	i	-1.54
Cc1ccc(CNC(=O)c2ccccc2NC(=O)CN2CCN(C)CC2)cc1	i	-0.18
COC(=O)c1c(-c2ccc(C)cc2)csc1N	i	0.99

Later entries.
SMILES	CHT block	Kir21 inh
CC(C)(C)C(=O)Nc1nnc(SCC(=O)NC2CCCC2)s1	i	1.62
COc1ccc2c(c1)CCc1sc(NC(=O)c3ccc(C)cc3)nc1-2	i	-1.06
C=CCNC(=O)C(=O)Nc1ccc2c(c1)N(S(=O)(=O)c1cccs1)CCC2	i	-0.24
CCCC1CCC(=NNC(=S)NCCc2ccccc2)CC1 (stereo unspecified)	i	-0.01
N#C/C(=C\c1cn[nH]c1-c1ccccc1Br)C(=O)O	i	0.12
CCOC(=O)c1c(S(=O)(=O)NCC(=O)Nc2ccc(F)cc2F)c(C)n(C)c1C	i	1.1
COC(=O)C1(Cc2cc(-c3cccnc3)no2)CCN(C(=O)OC(C)(C)C)CC1	i	-0.68
Cc1ccc(-n2c(SCC(=O)O)nc3sc4c(c3c2=O)CCCC4)cc1	i	-0.95
CCOC(=O)N1CCN(C(=O)c2cccc(OC)c2OC)CC1	i	1.67
CSc1nc(C)cc(SCCO)n1	i	-0.17
CCc1cccc(NS(=O)(=O)c2ccc3c(c2)oc(=O)n3C)c1	i	-0.12
Cc1onc(-c2ccccc2)c1C(=O)Nc1ccc(Cl)cn1	i	-0.25
CCOC(=O)CC1C(=O)NCCN1S(=O)(=O)c1ccc(Cl)c(Cl)c1 (stereo unspecified)	i	0.02
CP(C)(=O)CCP(=O)(c1ccccc1)c1ccccc1	i	-0.7
S=c1[nH]nc(-c2cccnc2)n1-c1ccc2c(c1)OCCO2	i	0.54
O=C(CC1CCCCC1)N1CCCC(c2nc(-c3ccc(S(=O)(=O)N4CCCC4)cc3)no2)C1 (stereo unspecified)	i	-1.99
CCc1ccc(-n2nnnc2SCC(=O)Nc2ccc(NC(C)=O)cc2)cc1	i	0.1
Cc1ccc(C(=O)CSc2nccn2-c2ccccc2)cc1	i	0.2
CCOC(=O)c1c(NC(=O)C2CCCO2)sc(C)c1C (stereo unspecified)	i	1.12
Cc1ccc(S(=O)(=O)/N=C(\CN2CCCCC2)N2CCOCC2)cc1	i	-0.29
CCN(CCNC(=O)c1ccc(C#N)cc1)c1cccc(C)c1	i	-5.32
O=C(c1ccc(NS(=O)(=O)c2ccc3c(c2)OCCO3)cc1)N1CCCCC1	i	-1.1
COc1ccc(CCNC(=O)CSc2ccsc2[N+](=O)[O-])cc1OC	i	-4.49*
Cc1ccc(C(OC(=O)c2ccco2)C(=O)NCc2cccs2)cc1 (stereo unspecified)	i	-0.4
Cc1ccc2nc(SCC(=O)Nc3ccc(C)c([N+](=O)[O-])c3)[nH]c2c1	i	3.24
CC(C)CN(C(=O)COC(=O)CCc1c[nH]c2ccccc12)C1CCS(=O)(=O)C1 (stereo unspecified)	i	-2.03
CCCCC(c1nnnn1CC1CCCO1)N1CCN(Cc2ccccc2)CC1 (stereo unspecified)	i	0.19
CCCCC(=O)Nc1ccc(NC(=O)c2cc(OC)c(OC)c(OC)c2)cn1	i	1.17
COc1ccc(Cl)cc1N(CC(=O)N1CCCCC1)S(C)(=O)=O	i	0.49
CCC(C)NC(=O)CC(NS(=O)(=O)c1ccc(NC(C)=O)cc1)C(C)C (stereo unspecified)	i	-0.4
Cc1sc2ncnc(NCC(c3ccco3)N3CCCC3)c2c1C (stereo unspecified)	i	-0.29
COc1ccc(CNC(=O)Cc2cn(C)c3ccccc23)c(OC)c1	i	-4.35*
